Compound activity as filed in PubChem.
Shiga toxin inh – A qHTS for Small Molecule Inhibitors of Shiga Toxin. Vero cells, Shiga toxin protein synthesis inhibition reporter. inhibition, % at 38.7 µM. 9.2% of 290,000 active. AID 2315, 2010; in the data active means inhibition mostly above about 28%, no sharp cut-off; inactive means mostly below about 43%; further: 0% is about no effect
AmpC inh detg – qHTS Inhibitors of AmpC Beta-Lactamase (assay with detergent). AID 485294, 2010. AmpC hydrolysis of nitrocefin, absorbance 480 nm, 0.01% Triton. Potency, µM (doses to about 114 µM), for the others: top-dose activity change, negative = inhibition, most hits filed as inhibitors. 0.041% of 370,000 active;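 further: potency means the concentration at half of the fitted maximal effect; 0% = no-compound wells and -100% = no-enzyme wells; nearly all actives have a fitted effect of over 25% in size; some results filed as inactive show a strong effect at the top dose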
Target sequence (P00811 whole entry, looked up): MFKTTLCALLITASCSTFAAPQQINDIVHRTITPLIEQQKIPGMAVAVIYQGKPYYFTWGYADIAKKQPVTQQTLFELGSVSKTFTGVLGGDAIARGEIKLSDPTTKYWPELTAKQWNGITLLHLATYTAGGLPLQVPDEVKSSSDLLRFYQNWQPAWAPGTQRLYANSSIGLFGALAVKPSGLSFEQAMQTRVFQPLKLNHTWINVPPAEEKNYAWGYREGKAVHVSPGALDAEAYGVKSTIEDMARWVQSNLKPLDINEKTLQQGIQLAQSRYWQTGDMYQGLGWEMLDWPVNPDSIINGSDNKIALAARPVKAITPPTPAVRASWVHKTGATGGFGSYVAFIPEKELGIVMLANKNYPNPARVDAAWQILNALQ
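AmpC (5.3 nM in the dispensed reagent) in 20 mM phosphate pH 7.0 with 0.01% (detergent screen) or 0.0001% Triton X-100 was preincubated with compounds for 15 min at room temperature. Nitrocefin was then added from an 800 uM solution, and hydrolysis was followed at 480 nm.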
AmpC no deterg – qHTS Inhibitors of AmpC Beta-Lactamase (assay without detergent); 0.52% of 330,000 active; P00811; AID 485341, 2010; Potency, µM (titrated, usually from 57.1 µM), for inactives: top-dose activity change, negative = inhibition, hits mostly inhibitors; AmpC nitrocefin hydrolysis, absorbance 480 nm, 0.0001% Triton;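 further: potency means the concentration at half of the fitted maximal effect; plate controls were no compound for no effect and no enzyme for full effect; nearly all actives have a fitted effect of over 20% in size; some results filed as inactive show a strong effect at the top dose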
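20 mM phosphate pH 7.0 + 0.01% (detergent screen) or 0.0001% Triton X-100; 5.3 nM AmpC reagent; cpd preinc 15 min RT; nitrocefin (800 uM stock) to start; A480 q20 s × 4 min; Activity was normalised to no-enzyme and no-compound control wells.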
Giardia FBPA inh – qHTS Assay for Inhibitors of Fructose-1,6-bisphosphate Aldolase from Giardia Lamblia; A8B2U2; Potency, µM (series often up to 59.6 µM), for the others: at the top dose activity, negative = inhibition, actives largely listed as inhibitors; purified Giardia FBPA; 0.71% of 290,000 active; further: potency means the concentration at half of the fitted maximal effect; on the % scale 0 is the no-effect control and ±100 the full control effect; nearly all actives have a fitted effect of over 55% in size
Target sequence (A8B2U2 whole entry, looked up): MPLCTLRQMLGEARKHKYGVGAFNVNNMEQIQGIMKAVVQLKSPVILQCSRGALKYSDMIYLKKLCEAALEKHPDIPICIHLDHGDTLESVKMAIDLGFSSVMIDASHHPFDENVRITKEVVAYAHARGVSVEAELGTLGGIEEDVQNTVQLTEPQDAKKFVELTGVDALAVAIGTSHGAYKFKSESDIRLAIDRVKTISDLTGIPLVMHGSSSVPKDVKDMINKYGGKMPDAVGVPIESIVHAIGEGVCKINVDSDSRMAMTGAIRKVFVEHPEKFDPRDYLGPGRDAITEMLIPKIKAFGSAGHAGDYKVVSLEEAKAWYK
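40 nM FBPA preincubated 10 min at RT with compound (up to 57.5 uM final), then substrate plus GAPDH/TPI/NAD/arsenate coupling and diaphorase/resazurin added. Fluorescence read after 20 min at RT, 525/598 nm.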
HCMV antiviral – qHTS Assay for inhibitors of the human cytomegalovirus (HCMV) | HFF cells, HCMV-luciferase reporter, 72 h; active compounds read low | activity change, negative = inhibition, % at 57.5 µM | 4.5% of 410,000 active | AID 1259415, 2018; in the data active means activity change below about -60%; inconclusive means no clear call, values can overlap the other calls; inactive means above about -39%; further: on the % scale 0 is the no-effect control and ±100 the full control effect
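Cell-based, HFFs, 1000 cells/well, 16 h 37C; cpds in DMSO + HCMV-luc, MOI 1 PFU/cell; 72 h 37C; OneGlo luminescence after 5 min RT; norm. to buffer vs Salinomycin 10uM.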
AMA1-RON2 inh – qHTS for Inhibitors of AMA1-RON; Towards Development of Antimalarial Drug Lead: Primary Screen. Plasmodium falciparum AMA1 (3D7) - RON2 peptide interaction. AlphaScreen AMA1-biotinylated RON2 peptide binding. Potency, µM (top dose mostly 58.2 µM), without a hit: at the highest dose activity change, negative = inhibition, actives largely listed as inhibitors. 0.2% of 360,000 active. AID 720542, 2013;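 further: potency means the concentration at half of the fitted maximal effect; 0% = vehicle wells and -100% = peptide control; nearly all actives have a fitted effect of over 45% in size; some results filed as inactive show a strong effect at the top dose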
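AMA1 (3D7) with his tag at 25 nM final met compounds first, then biotinylated RON2 peptide at 25 nM; detection used donor plus acceptor beads, 10 µg/mL apiece, read by AlphaScreen after 30 min at room temperature.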
CHX counter – Cycloheximide Counterscreen for Small Molecule Inhibitors of Shiga Toxin. cell reporter, cycloheximide protein synthesis inhibition counterscreen. max response, %. 12% of 300,000 active. AID 2314, 2010; in the data active means max response mostly above about 13%, no sharp cut-off; inactive means mostly below about 14%; further: read at 38.3 µM for the half of the compounds with a filed dose; 0% is about no effect
* hit, by the source's call; ? = inconclusive; nt = not tested or not shown; & = joins results of further samples; [ ] = another dose, or the depositor's remark. Unless noted, the call rests on the fitted dose curve; in most records, active means well fitted curve in the direction sought with a large enough effect; inconclusive means small, poorly fitted or top-dose-only effect, or another doubt; inactive means no such curve, though single readings can be large; an effect the other way counts as inactive or inconclusive.

SMILES	AmpC no deterg	AmpC inh detg	AMA1-RON2 inh	Giardia FBPA inh	HCMV antiviral	Shiga toxin inh	CHX counter
O=S(=O)(c1ccc(Cl)cc1)n1ccc2cccnc21	-28%	-10%	-1%	-14%	20	4	-2
O=C(O)CCC(=O)N(Cc1cccs1)Cc1cccs1	-18%	2%	-1%	10%	-37	-27	-1
CCOC(=O)/C(C)=C1\NC(C)(C)Cc2ccccc21	?	25µM*	-1%	-20%	-39	-1	-1
Cc1cc(N)n(-c2ccc(Oc3ccccc3)c(S(=O)(=O)O)c2)n1	-15%	-1%	-14%	14%	-27	-5	-1
Cc1ccc(C(=O)N2CCN(C)CC2)cc1S(=O)(=O)N1CCCCC1	21%	-16%	-13%	-14%	12	-10	-3
O=C(CSC1=NCCS1)N1CCN(c2ccccc2)CC1	6%	?	10%	-3%	?	38*	26*
CCOC(=O)c1[nH]c2ccccc2c1NC(C)=O	-10%	5%	5%	0%	29	-7	-4
COC(=O)c1ccc(NC(=S)NC(=O)c2cc(-c3ccccc3)nc3ccccc23)cc1	-41%	-3%	49%[activator]	-3%	19	7	-2

Going on with the list.
SMILES	AmpC no deterg	AmpC inh detg	AMA1-RON2 inh	Giardia FBPA inh	HCMV antiviral	Shiga toxin inh	CHX counter
O=C(NCc1cccnc1)C(=O)NCC(c1ccco1)N1CCN(c2ccccc2F)CC1 (stereo not given)	45%	0%	9%	4%	24	-4	1
O=C1c2ccccc2C(=O)N1CCCc1nc(-c2ccc(Cl)cc2)no1	-17%	-15%	-1%	-1%	13	-16	-1
COc1cc(/C=C/c2ccc(O)cc2)cc(OC)c1	-30%	-1%	-1%	-7%	13	84*	56*
CC(C)C(NC(=O)c1ccccc1)C(=O)OCc1cc([N+](=O)[O-])cc2c1OCOC2 (stereo not given)	-33%	-1%	8%	-6%	61	18	0
Cc1ccc2nc(C)c(C)nc2c1N	7%	-12%	5%	-7%	9	20	1
COc1ccccc1N1CCN(C(=O)c2cc(-c3cccs3)on2)CC1	70%[activator]	-1%	-20%	2%	35	23	7
Cc1cc(C(=O)NCc2cccs2)ccc1[N+](=O)[O-]	-17%	-8%	-5%	1%	-18	7	14*
CSc1oc(-c2ccc(F)cc2)nc1S(=O)(=O)c1ccccc1	-16%	1%	4%	0%	0	-24	19*

2 of the compounds above, with values under each structure.
Each structure is followed by: AmpC no deterg	AmpC inh detg	AMA1-RON2 inh	Giardia FBPA inh	HCMV antiviral	Shiga toxin inh	CHX counter
Cc1cc(C(=O)NCc2cccs2)ccc1[N+](=O)[O-]
 : -17%	-8%	-5%	1%	-18	7	14*
CSc1oc(-c2ccc(F)cc2)nc1S(=O)(=O)c1ccccc1
 : -16%	1%	4%	0%	0	-24	19*

Carrying on.
SMILES	AmpC no deterg	AmpC inh detg	AMA1-RON2 inh	Giardia FBPA inh	HCMV antiviral	Shiga toxin inh	CHX counter
CCOC(=O)c1c(C)[nH]c(C(=O)OCC(=O)Nc2sc(C(=O)N(C)C)c(C)c2C(=O)OCC)c1C	-2%	?	4%	nt	-4	nt	nt
O=C(Nc1ccc(F)cc1)c1ccc(C(=O)N2CCCC(O)C2)cc1 (stereo not given)	-12%	-7%	23%	nt	-11	nt	nt
CCOc1ccccc1C(c1c(C)n(C)n(-c2ccccc2)c1=O)c1c(C)n(C)n(-c2ccccc2)c1=O	-11%	?	-4%	19%	24	-27	-1
CC[C@]12c3[nH]c4cc(CCC(=O)N(C)C)ccc4c3CCN1C(=O)[C@@H](CC(=O)NCCCN(C)C)C[C@@H]2C(=O)N1CCN(C(=O)C2CC2)CC1	22%	nt	2%	nt	11	nt	nt
CCN(CC(=O)Nc1ccc(NC(C)=O)cc1)C(=O)COc1ccccc1Cc1ccccc1	114%[activator]	-7%	-16%	nt	-1	-7	-2
COc1ccc(-n2nc3c(N4CCC(C(=O)NCc5cccc(C)c5)CC4)nnc(C)c3c2C)cc1	193%[activator]	4%	6%	nt	-100*	-22	-8
COc1cc(/C=C(/C#N)C(=O)Nc2ccc(C)cc2)ccc1Oc1nc(Cl)ncc1F	-41%	-11%	-4%	5%	?	9	10
CCN=C1S/C(=C\c2cc(Cl)c(OC)c(OC)c2)C(=O)N1CC	-16%	2%	-3%	7%	14	-7	-4

Further entries.
SMILES	AmpC no deterg	AmpC inh detg	AMA1-RON2 inh	Giardia FBPA inh	HCMV antiviral	Shiga toxin inh	CHX counter
COc1ccc(-c2cc(C(=O)Nc3ccc4c(c3)OCO4)no2)cc1	-11%	2%&15%	0%	15%	-10&-10	20	7
CN(C)c1nc(NCc2ccccc2)nc(N/N=C/c2ccc(Br)cc2)n1	-25%	2%	18%	1%	-32	2	-6
O=C(O)c1ccc(N/N=C/c2ccc3nccnc3c2)cc1	-12%	7%	4%	-1%	-78*	-23	-6
COc1nnc(-c2ccc(C)c(S(N)(=O)=O)c2)c2ccccc12	-1%	-16%	-8%	-7%	-12	28	-2
O=C(O)c1ccc(-n2cccc2/C=C2/SC(=O)N(CC(=O)N3CCCC3)C2=O)cc1	-16%	-14%	-13%	-15%	13	10	-3
O=C(NOCc1ccccc1)c1ccccc1	-11%&-17%	-14%	-6%	nt	-18	nt	nt
CCOc1ccc(C(=O)NCC(=O)N2CCN(c3ccc(C(F)(F)F)cn3)CC2)cc1	-3%	7%	0%	nt	-36	nt	nt
Cc1ccc(-c2nnn(CC(=O)N(CC(=O)NC3CCCCC3)c3cccc(F)c3)n2)o1	21%	3%	1%	-1%	-22	-8	-8

Three structures already listed, sorted by number of heavy atoms, lowest first.
SMILES	AmpC no deterg	AmpC inh detg	AMA1-RON2 inh	Giardia FBPA inh	HCMV antiviral	Shiga toxin inh	CHX counter
O=C(O)c1ccc(N/N=C/c2ccc3nccnc3c2)cc1	-12%	7%	4%	-1%	-78*	-23	-6
CCOc1ccc(C(=O)NCC(=O)N2CCN(c3ccc(C(F)(F)F)cn3)CC2)cc1	-3%	7%	0%	nt	-36	nt	nt
Cc1ccc(-c2nnn(CC(=O)N(CC(=O)NC3CCCCC3)c3cccc(F)c3)n2)o1	21%	3%	1%	-1%	-22	-8	-8

The list continues:
SMILES	AmpC no deterg	AmpC inh detg	AMA1-RON2 inh	Giardia FBPA inh	HCMV antiviral	Shiga toxin inh	CHX counter
CCOC(=O)C1CCN(Cc2c(O)c3ccccc3oc2=O)CC1	-21%	-2%	87%[activator]	10%	-22	15	8
O=Cc1cc2ccccc2nc1SCc1ccc(Cl)c(Cl)c1	-13%	?	1%	nt	-92*	-7	12
CC1CCCC(NC(=O)Cn2cc(C(F)(F)F)cc(Cl)c2=O)C1C (stereo not given)	-9%	-14%	2%	nt	66	nt	nt
COc1ccc(CN2CC(C(=O)NCCCN3CCCCCC3)CC2=O)cc1 (stereo not given)	116%[activator]	3%	3%	?	-20	-14	-2
Cc1ccc(CSc2ncnc3ccccc23)cc1	-7%[2.29 µM]	-14%	30%[activator]	0%	-31	34	21*
NC(=O)C1CCN(C(=O)c2ccc3c(=O)n(Cc4ccco4)c(SCC(=O)c4ccccc4)nc3c2)CC1	161%[activator]	-8%	-13%	0%	-39	26	10
CCC(=O)Nc1cc2c3c(c1)CCN3C(=O)CC2	-13%	?	8%	0%	-1	-6	-6
CCn1c(N)c(C(N)=O)sc1=S	-30%	1%	0%	-1%	37	-1	-2

More compounds follow:
SMILES	AmpC no deterg	AmpC inh detg	AMA1-RON2 inh	Giardia FBPA inh	HCMV antiviral	Shiga toxin inh	CHX counter
COc1cccc(/C=C/C(=O)OCC(=O)N2CCN(S(=O)(=O)c3ccc(Cl)cc3)CC2)c1	-27%	3%	-17%	nt	-28	-6	-1
S=C(NCc1ccc(Cl)cc1)Nc1ccccc1	3%	?	-20%	-4%	-66*	36	8
O=C(CN1C(=O)NC2(CCCc3ccccc32)C1=O)N1CCN(c2cccc(C(F)(F)F)c2)CC1 (stereo not given)	-20%	?	-2%	nt	-19	nt	nt
COc1ccc(/C=N/NC(=O)c2ccc(F)cc2)cc1CN1CCc2cc(OC)c(OC)cc2C1C (stereo not given)	74%[activator]	2%	-15%	-2%	23	6	12
CCc1ccc(C(=O)NC(=S)Nc2ccc(N3CCOCC3)cc2)cc1	0%	-1%	2%	-1%	-89*	-7	-2
COc1cc(C)ccc1OCCCCNCc1ccccc1	-8%	?	-2%	-27%	7	-2	-1
COc1ccc(N2CCN(/C(=N\S(=O)(=O)c3ccc(C)cc3)Nc3nc(C)cc(C)n3)CC2)cc1	78%[activator]	0%	-6%	0%	-1	1	0
CCN(CC)CCCN(C(=O)c1ccc(F)cc1)c1nc(-c2ccc(OC)cc2)cs1	75%[activator]	-12%	-4%	?	-23	-2	-6

New compounds follow:
SMILES	AmpC no deterg	AmpC inh detg	AMA1-RON2 inh	Giardia FBPA inh	HCMV antiviral	Shiga toxin inh	CHX counter
COc1cccc(C(=O)NNC(=O)C(=O)Nc2ccc(OC)cc2OC)c1	-17%	0%	81%[activator]	nt	-5	13	5
CCn1cc(C(=O)OCC(=O)Nc2ccccc2OC(F)F)c(=O)c2ccc(C)nc21	-17%	nt	0%	nt	-4	nt	nt
Cn1c(SCC(=O)CC(=O)Nc2ccccc2)nnc1-c1ccc(O)cc1	-34%	1%	3%	0%	22	2	-2
Cc1c(NC(=S)N/N=C/c2ccc([N+](=O)[O-])cc2O)c(=O)n(-c2ccccc2)n1C	-24%	3%	-74%	?	-20	33	-3
O=C(NCCS(=O)(=O)NC1CCCC1)c1ccccc1	-12%	-16%	-2%	nt	7	nt	nt
O=C(Nc1ccc(Cl)cc1)N1CCCN(Cc2ccccc2F)C1	-5%	?	-3%	2%	-9	-11	-6
COc1ccc(C(CNC(=O)c2cc(S(=O)(=O)N3CCCC3)ccc2Cl)N2CCCC2)cc1 (stereo not given)	0%	-11%	-2%	nt	-29	nt	nt
c1ccc(C(c2ccccc2)N2CCN(Cc3nc(-c4cnccn4)no3)CC2)cc1	132%[activator]	8%	1%	4%	12	-6	6

More compounds.
SMILES	AmpC no deterg	AmpC inh detg	AMA1-RON2 inh	Giardia FBPA inh	HCMV antiviral	Shiga toxin inh	CHX counter
CCCSc1nc(O)c(C(c2ccc(OC)c(O)c2)c2c(O)nc(SCCC)n(C)c2=O)c(=O)n1C	?	-1%	2%	3%	-25	-16	-2
CCc1noc(C)c1C(=O)OCC(=O)Nc1ccc2c(c1)OCO2	-21%	nt	-7%	nt	-15	nt	nt
CCCCCc1cccnc1	-8%	-7%	6%	13%	27	-5	-1
CCOC(=O)Cn1c(=O)cnc2ccccc21	-16%	-1%	15%	2%	-14	4	-4
CCOC(=O)N1CCN(C(=O)Cc2c(C(=O)O)n(C)c3ccccc23)CC1	-22%	-3%	-12%	5%	?	-7	-2
COc1ccc2c(c1)SCCC2=O	-11%	-3%	11%	-1%	8	-5	-3
